# Compound activity as filed in PubChem BioAssay.
# MBD2 inh – MBD2-methylated oligo binding inhibition | TR-FRET, MBD2 binding to methylated oligonucleotide | inhibition, % at 4.4 µM | hit rate 0.31% among 370,000 | AID 686964; in the data active means inhibition above about 13%
# GC-A act – GC-A (human) enzyme activation; P16066; HEK293 GC-A cells, cGMP TR-FRET, EC30 ANP; 0% at EC30 ANP, 100% saturating ANP; activation, % at 10 µM; hit rate 0.14% among 370,000; in the data active means activation above about 40%
# mABHD4 FP – inhibitors of mouse ABHD4. Q8VD66. purified mABHD4, FP-Rh probe fluorescence polarization. inhibition, % at 8.92 µM. hit rate 0.54% among 370,000;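 active means inhibition exceeding the mean over every tested compound plus 3 SD, cut at about 30% in these data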;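 further: 0% = plate median of compound wells and 100% = S159A mutant with DMSO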
# Target sequence (Q8VD66 whole entry, looked up): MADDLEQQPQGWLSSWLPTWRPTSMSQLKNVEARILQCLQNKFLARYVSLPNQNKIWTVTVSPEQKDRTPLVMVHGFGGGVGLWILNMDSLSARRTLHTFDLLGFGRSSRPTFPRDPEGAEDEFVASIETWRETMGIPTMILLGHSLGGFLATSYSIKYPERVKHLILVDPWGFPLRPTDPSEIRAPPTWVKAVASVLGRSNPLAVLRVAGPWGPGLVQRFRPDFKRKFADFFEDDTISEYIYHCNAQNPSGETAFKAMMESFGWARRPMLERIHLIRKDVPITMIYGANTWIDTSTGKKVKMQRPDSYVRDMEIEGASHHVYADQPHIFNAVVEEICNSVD
#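 Test system: mABHD4 protein | Buffer or medium: HEPES pH 7.0 buffer, 150 mM NaCl, 0.01% Pluronic F-127 | Probe or stimulus: FP-Rh fluorescent activity-based probe, added after compound pre-incubation | Timing: Pre-incubation 45 min, probe exposure 60 min, at 25 °C | Technique: Fluorescence polarization, excitation 525 nm, emission 598 nm, BODIPY TMR filters | Repeats: Single well per compound (singlicate)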
# PRMT1 FP inh – PRMT1 (human) inhibition, primary screen; Q99873; recombinant PRMT1, activity-based probe fluorescence polarization; inhibition, % at 2.79 µM; hit rate 1.3% among 370,000;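 active means inhibition above about 21% made by adding two undisclosed values, limit read from the data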
# TCR CD3 inh – human TCR-CD3 binding inhibition. TAMRA-labeled TCR probe fluorescence, biochemical. hit rate 0.37% among 360,000. inhibition, % at 9.4 µM; in the data active means inhibition above about 19%;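 further: recombinant mutant TCR 2C K166C tagged with TAMRA read by polarization; 0% = receptor in buffer alone and 100% = receptor with positive control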
# SIAE inh – inhibitors of human sialic acid acetylesterase SIAE; Q9HAT2; SIAE FP-Rh probe binding, fluorescence polarization; inhibition, % at 9.66 µM; hit rate 0.69% among 370,000; AID 1053197;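 active means inhibition above a cutoff: mean of compounds within the control limits plus 3 SD of those, cut at about 17% in these data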;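 further: 0% = plate median of compound wells and 100% = probe without SIAE protein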
# Target sequence (Q9HAT2 whole entry, looked up): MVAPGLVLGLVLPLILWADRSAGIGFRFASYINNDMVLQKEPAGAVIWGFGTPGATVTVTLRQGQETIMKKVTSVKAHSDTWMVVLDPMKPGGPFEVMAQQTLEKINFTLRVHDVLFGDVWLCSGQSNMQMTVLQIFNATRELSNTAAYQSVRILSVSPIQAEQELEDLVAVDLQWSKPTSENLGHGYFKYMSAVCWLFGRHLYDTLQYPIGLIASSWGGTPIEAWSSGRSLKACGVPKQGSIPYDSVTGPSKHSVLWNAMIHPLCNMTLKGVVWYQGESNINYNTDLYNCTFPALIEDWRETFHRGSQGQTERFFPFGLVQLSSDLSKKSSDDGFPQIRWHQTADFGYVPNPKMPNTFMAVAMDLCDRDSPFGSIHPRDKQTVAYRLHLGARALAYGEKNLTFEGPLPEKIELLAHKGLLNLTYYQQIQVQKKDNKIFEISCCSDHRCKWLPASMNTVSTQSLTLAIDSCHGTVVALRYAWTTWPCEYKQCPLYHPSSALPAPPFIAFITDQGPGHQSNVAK
# HTRA1 inhibitor – blocks human HTRA1 serine peptidase; Q92743; recombinant HTRA1, FP-rhodamine activity-based probe, fluorescence polarization; inhibition, % at 5.96 µM; hit rate 0.5% among 340,000; AID 504803; in the data active means inhibition above about 36%;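 further: 0% = enzyme with DMSO and 100% = wells lacking enzyme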
# rCAG RNA binder – molecules binding r(CAG) RNA repeats | r(CAG) RNA repeat, TO-PRO-1 dye displacement fluorescence | inhibition, % at 3 µM | hit rate 1.3% among 370,000;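 active means inhibition above the plate cutoff, the mean of all test compounds on that plate plus 3 SD, cut at about 35% in these data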;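 further: 0% = DMSO alone and 100% = 100 µM mitoxantrone as full dye displacement; higher means more dye released from RNA so lower well fluorescence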
# UHRF1 MBD2 ctr – UHRF1 methyl-DNA binding inhibition | inhibition, % at 4.4 µM | UHRF1 binding to methylated oligo, TR-FRET | hit rate 0.75% among 370,000; in the data active means inhibition above about 21%;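 further: UHRF1 SRA domain binding a hemimethylated CpG hairpin DNA probe; 0% = median of test compound wells and 100% = reference inhibitor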
# GC-B act – GC-B (human) receptor activation; P20594; AID 1920062; hit rate 0.11% among 370,000; HEK293-GC-B cells, CNP EC30, cGMP TR-FRET; 0% at EC30 CNP, 100% saturating CNP; activation, % at 10 µM;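 active means activation at 10 µM reaching about 35% in either raw or pattern-adjusted values, limit read from the data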
# * hit, by the source's call; . = no result given; & = joins results of further samples. This is a subset; rates above refer to the full screens.
canonical_smiles	MBD2 inh	GC-A act	mABHD4 FP	PRMT1 FP inh	TCR CD3 inh	SIAE inh	HTRA1 inhibitor	rCAG RNA binder	UHRF1 MBD2 ctr	GC-B act
NC(=O)CSc1oc(-c2cccs2)nc1S(=O)(=O)c1ccccc1	-1.8	4.0	0.3	8.7	-3.6	-5.7	-2.7	4.9	-0.7	2.6
Cc1ccccc1C(=O)N1CCC(C(=O)OCc2ccccn2)CC1	-0.3	-1.0	-4.8	4.4	0.7	4.6	-1.2	3.0	1.4	1.1
CCOc1ccc(CCNS(=O)(=O)c2cnc[nH]2)cc1OCC	1.7	1.3	0.7	1.0	0.1	-4.3	1.2	-0.3	3.4	-1.9
O=C(Nc1cc(C(=O)N2CCN(c3ccccc3O)CC2)ccc1Cl)c1cccs1	-4.8	0.7	1.1	0.3	-1.0	7.6	-14.8	3.1	-2.1	0.2
O=S(=O)(c1ccccc1)N1CCN(Cc2ccccc2)c2ccccc21	-1.7	-1.3	-5.3	4.2	-3.6	3.9	-8.7	6.0	2.0	0.9
Cc1ccc(CN(N=Nc2nonc2N)c2nonc2N)c(C)c1	2.8	32.2	-24.8	1.0	-5.5	-3.7	-42.1	3.0	2.0	42.7*
COc1ccc(C2(C(=O)NCCc3ccccc3)CCCC2)cc1	-0.4	-16.1	-3.1	-2.4	-2.0	-5.8	-4.6	-6.8	0.7	-13.8
Cc1ccc2nc(NCc3ccc(F)cc3)c3nncn3c2c1	-3.2	2.6	-1.2	-4.3	9.2	6.4	-4.2	11.1	-1.5	7.1
CC(=O)c1cc(-c2ccccc2)n(CCC(=O)NC2CCCCC2)c1C	4.8	-8.4	-3.5	3.4	4.5	0.3	-3.1	0.8	3.4	-2.5
CC(C)CCN1CCN(Cc2ccc(C#CC(C)(C)O)s2)CC1CCO (centres undefined)	-5.1	0.6	7.2	-2.1	1.9	11.3	-0.9	-8.0	-0.6	2.8
O=[N+]([O-])c1ccc(C2=NN(c3ccccc3)C(c3ccco3)C2)cc1 (centres undefined)	1.0	-6.3	-24.6	20.1	-61.2	-31.4	-14.3	-6.5	4.9	-7.6
Cc1ccc(C)c(S(=O)(=O)N2CCN(C(=O)C3CC3C)CC2)c1 (centres undefined)	1.9	-0.4	-4.7	3.5	-8.0	-3.6	5.1	-5.8	5.8	3.5
CCCn1c(SCC(=O)Nc2cc(S(=O)(=O)N3CCOCC3)ccc2OC)n[nH]c1=O	-3.3	1.5	2.3	18.1	-3.3	-5.7	-2.1	5.4	5.2	2.6
CCOC(=O)C1=C(C)N(CCCC(=O)O)C(=O)NC1c1cc2ccccc2c2ccccc12 (centres undefined)	-4.5	-3.3	-16.6	2.7	-1.1	-5.3	.	30.6	-4.7	-5.3
CC(OC(=O)c1ccc(Cl)nc1)C(=O)NC1(C#N)CCCCC1 (centres undefined)	2.4	-1.9	-11.0	2.2	-3.5	1.1	0.4	-0.4	-1.0	-8.1
O=C(NCC1CCN(C(=O)c2ccc([N+](=O)[O-])cc2)CC1)C(=O)Nc1ccccc1	0.7	0.2	-0.3	-1.8	5.0	0.3	-1.4	-3.4	-1.2	2.3
COc1ccccc1N=NC1=C(O)CC(C)(C)CC1=O	-11.3	6.0	4.0	0.1	-1.6	4.2	2.0	-5.2	-10.2	-1.8
O=C(Nc1ccc(F)cc1)N1CCCN(c2ccc(C(F)(F)F)cn2)CC1	1.0	1.8	-0.9	3.1	-7.3	6.0	.	-4.8	-0.3	6.7
Nc1ccn([C@@H]2O[C@H](C(=O)NCC(F)(F)F)[C@@H](O)[C@H]2O)c(=O)n1	-3.0	-0.1	0.7	-2.7	4.1	2.4	.	1.5	-0.1	-4.1
COCCOC(=O)C1=C(C)NC2=C(C(=O)CCC2)C1c1ccc2c(c1)OCO2 (centres undefined)	-5.0	-4.1	4.0	-3.9	5.8	6.4	6.2	-5.8	-0.1	-1.4
S=C(NCCc1ccccc1)Nc1ccc(N2CCCCC2)cc1	1.1	4.4	7.3	1.0	-7.7	10.1	5.1	-4.2	-0.4	-2.5
COc1ccc(-c2n[nH]c3c2C(c2ccc(OC)c(OC)c2)N(c2ccccc2)C3=O)cc1 (centres undefined)	-0.9	-45.8	-13.7	2.9	1.3	-16.7	-94.4	12.6	2.9	-24.3
O=S(=O)(Nc1ccc2c(c1)OCO2)c1cccs1	0.2	4.6	-0.2	2.1	6.0	2.8	9.8	1.6	-0.5	4.7
Cc1cccc(NC(=O)C[n+]2ccc(N(C)C)cc2)c1	3.2	3.7	-0.9	3.0	-12.6	0.1	5.3	-2.8	3.4	-3.2
COc1ccc(CCNC(=O)CNC(=O)Cn2cnc3sc(C)c(C)c3c2=O)cc1OC	-2.6	3.6	-3.5	-1.4	2.5	-2.6	-2.0	-6.5	-2.7	-4.8

# Arranged by length of the SMILES (low to high): some entries from above
canonical_smiles	MBD2 inh	GC-A act	mABHD4 FP	PRMT1 FP inh	TCR CD3 inh	SIAE inh	HTRA1 inhibitor	rCAG RNA binder	UHRF1 MBD2 ctr	GC-B act
NC(=O)CSc1oc(-c2cccs2)nc1S(=O)(=O)c1ccccc1	-1.8	4.0	0.3	8.7	-3.6	-5.7	-2.7	4.9	-0.7	2.6
COCCOC(=O)C1=C(C)NC2=C(C(=O)CCC2)C1c1ccc2c(c1)OCO2 (centres undefined)	-5.0	-4.1	4.0	-3.9	5.8	6.4	6.2	-5.8	-0.1	-1.4
Nc1ccn([C@@H]2O[C@H](C(=O)NCC(F)(F)F)[C@@H](O)[C@H]2O)c(=O)n1	-3.0	-0.1	0.7	-2.7	4.1	2.4	.	1.5	-0.1	-4.1

# Following part:
canonical_smiles	MBD2 inh	GC-A act	mABHD4 FP	PRMT1 FP inh	TCR CD3 inh	SIAE inh	HTRA1 inhibitor	rCAG RNA binder	UHRF1 MBD2 ctr	GC-B act
Cc1cc2c(cc1S(=O)(=O)N1CCN(c3ccccc3)CC1)OCC(=O)N2	0.6	-2.5	-0.2	-4.1	0.3	0.5	5.4	2.1	-1.0	-1.6
COCCOC(=O)c1c(C)oc2ccc(OCc3ccccc3)cc12	4.5	-1.3	-8.7	3.1	-0.2	4.6	-22.8	0.9	6.9	-2.3
COc1ccccc1NC(=O)CCS(=O)(=O)c1ccc2c(c1)oc(=O)n2C	0.6	-0.6	2.2	8.2	1.6	1.0	-0.3	3.8	-0.7	-6.5
Cc1ccc(C(=O)CCC(=O)NNC(=O)c2ccccc2O)cc1	2.1	-0.7	2.6	1.2	21.3*	5.7	18.0	2.5	-3.0	3.0
O=C(CCSc1ccc(Cl)cc1)N1CCOCC1	1.8	4.2	-1.6	-1.3	4.5	1.6	-4.0	0.7	0.5	3.1
COc1cccc(-n2c(SCC(=O)Nc3nccs3)nnc2-c2ccoc2C)c1	-1.1	-8.0	-1.5	-2.4	2.2	-1.7	-7.7	-1.1	1.4	-8.1
CC(C)/C=C1\CC/C(=C\c2cccnc2)C1=O	-2.8	10.7	-0.5	-1.2	4.4	-3.0	-0.2	4.1	0.2	-3.7
CCOC(=O)/C(C#N)=C/c1cn(CCOc2ccccc2)c2ccccc12	-3.0	-9.6	8.0	-1.6	1.3	-5.2	-6.7	-2.7	2.8	-5.5
COc1ccccc1N1CCN(C2CCCN(S(=O)(=O)c3ccc(C)cc3)C2)CC1 (centres undefined)	-0.1	0.5	-1.9	-11.2	9.2	5.5	1.8	-7.7	-0.5	-0.4
COCCNC(=O)C1CCCN(Cc2ccc(Cl)cc2)CC1 (centres undefined)	-6.7	-1.1	-10.1	-4.9	5.4	-1.1	.	0.0	0.0	4.2
Cc1ccc(C(=O)Nc2cccc([N+](=O)[O-])c2)cc1S(=O)(=O)Nc1ccc(C(=O)O)cc1	0.9	1.4	15.3	2.5	0.2	-11.4	1.8	22.8	0.8	2.3
CC(Oc1ccccc1)C(=O)NCc1cccnc1 (centres undefined)	-3.3	-0.4	-6.4	0.2	-1.6	-7.4	10.6	-0.9	-1.6	2.7
CCOc1ccc(Nc2nc(N)c([N+](=O)[O-])c(N3CCN(C)CC3)n2)cc1	-4.2	1.2	7.2	1.4	0.5	-1.4	7.0	-3.4	-3.5	-0.9
CNC(=O)c1cc(C(=O)c2ccc(C(F)(F)F)cc2)c[nH]1	0.1	-2.2	5.4	5.6	-7.7	-4.3	2.3	-2.0	2.1	4.4
Cc1onc(-c2c(F)cccc2Cl)c1C(=O)OCC(=O)N1C(C)CCCC1C (centres undefined)	3.4	2.0	7.7	3.5	0.8	-0.8	-1.5	-1.2	1.1	4.8
COc1ccc(CCNC(=O)C(=O)c2cn(CC(=O)N3CCCC3)c3ccccc23)cc1OC	-1.1	2.0	1.9	-3.1	8.4	-0.9	6.5	0.3	4.8	4.8
COCCC1CCCCN1C(=O)c1ccc2nc(Cc3ccccc3F)oc2c1 (centres undefined)	4.0	-0.2	-3.2	1.9	-12.2	-0.4	-2.9	-7.2	1.4	-2.3
COc1cc(CNC(C)(C)CO)cc(Br)c1OCc1ccc(Cl)cc1Cl	1.1	1.3	16.0	0.2	3.4	-0.1	-14.3	1.6	2.5	2.5
O=S(=O)(Nc1ccc2ccccc2n1)c1ccc2c(c1)CCO2	3.0	1.0	-3.0	-1.0	-4.4	7.6	2.6	-2.5	-3.6	-6.8
O=C(COc1ccc(F)cc1Br)NCc1ccccn1	3.7	1.7	0.6	-1.2	-7.2	-0.8	1.0	-2.5	-2.2	1.7
Cc1ccccc1N1C(=O)CSC1=C(C#N)C#N	0.2	-1.2	-59.8	-2.2	-20.5	-16.2	-9.7	15.7	0.3	-3.3
Cn1c(=O)c2c(nc(-n3ccnc3)n2Cc2ccc(Cl)cc2Cl)n(C)c1=O	-5.5	9.1	-0.8	-2.8	-2.0	-0.3	3.1	-5.4	2.1	2.9
COc1ccc(-c2nc(CSCC(=O)N3CCN(C)CC3)c(C)o2)cc1OC	-0.8	0.1	-9.6	-4.9	-0.4	-1.1	-17.3	3.1	2.6	-2.2
COc1ccc(CNC(=O)COc2cccnc2[N+](=O)[O-])cc1	1.9	-1.8	7.2	-1.1	5.7	-2.2	-0.4	6.6	0.8	6.5
Cc1cc(C)n(CNc2nc(C(F)(F)F)cs2)n1	-4.0	3.7	4.2	0.3	7.1	8.9	-4.3	3.0	-0.4	3.4
CN1C(=O)C2C=CC1C1C(=O)N(c3ccccc3)C(=O)C21 (centres undefined)	-5.8	2.5	-8.4	0.8	-9.7	16.4	2.0	0.3	-2.3	-1.9
Nc1ccn([C@H]2C[C@H](O)[C@@H](CO)O2)c(=O)n1	-0.3&0.4	-0.4&1.2	1.2&-5.5	0.0&-3.6	9.1&0.5	6.4&-7.4	1.2&8.8	3.2&3.4	2.0&0.9	1.3&2.8
FC(F)(F)COc1nc(N/N=C/c2cccnc2)nc(N2CCCCC2c2ccccn2)n1 (centres undefined)	1.1	-8.9	4.5	0.1	6.3	-14.9	9.7	-3.1	0.8	-3.0
COCCCn1c(SCC(=O)NC2CCCC2)nnc1-c1ccncc1	-0.3	-0.9	1.6	-1.3	5.1	-1.5	8.6	-1.0	1.0	1.8
COc1ccc(-n2cnnc2SCC(=O)NCc2cccs2)cc1	4.7	1.4	-7.8	1.8	8.1	-3.2	-0.7	0.3	9.4	1.5
COc1ccc2cc(CN(CCc3ccccc3)Cc3nnnn3CC3CCCO3)c(=O)[nH]c2c1 (centres undefined)	1.2	-1.0	-0.6	2.2	-1.9	-4.1	-9.6	-3.9	-0.9	-4.6
O=C1N/C(=N/N=C/c2ccccc2)SC1(c1ccccc1)c1ccccc1	1.9	-3.9	-3.2	-4.2	-1.4	-10.8	-10.4	5.6	5.2	-1.2
